Compound activity deposited in PubChem BioAssay by Sanford-Burnham Center for Chemical Genomics.
697 NFkB inh = inhibitors of PMA/ionomycin-induced NF-kB reporter, 697 cells, primary screen, B-cell NF-kB inhibitor project, cell-based, luminescence, uHTS. 697 B-cell NF-kB luciferase reporter, 16 h. inhibition, % at 4 µM. actives 0.33% (n = 330,000). AID 435022, 2010; in the data active = inhibition above about 35%
Jurkat NFkB inh = inhibitors of induced NF-kB luciferase reporter, primary screen, TCR NF-kB activation inhibitor project, cell-based, luminescence, uHTS | Jurkat, PMA/ionomycin-induced NF-kB luciferase reporter | inhibition, % at 4 µM | actives 0.53% (n = 330,000) | AID 435003, 2010; in the data active = inhibition above about 50%
CCR6 antagonist = CCR6 receptor antagonists, primary screen, cell-based, CHO-K1, luminescence, beta-arrestin, uHTS; C-C chemokine receptor type 6 (Homo sapiens), P51684; CHO-K1 CCR6 PathHunter beta-arrestin, CCL20-stimulated; inhibition, % at 20 µM; actives 0.49% (n = 340,000); AID 493098, 2011;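 active = compounds whose inhibition of the agonist-driven luminescence signal at 20 µM reaches about 50%, limit read from the data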;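 note: cells stimulated with CCL20 at 14 nM final; plate controls were DMSO with CCL20 for no effect and DMSO without agonist for full effect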
Target sequence (P51684 whole entry, looked up): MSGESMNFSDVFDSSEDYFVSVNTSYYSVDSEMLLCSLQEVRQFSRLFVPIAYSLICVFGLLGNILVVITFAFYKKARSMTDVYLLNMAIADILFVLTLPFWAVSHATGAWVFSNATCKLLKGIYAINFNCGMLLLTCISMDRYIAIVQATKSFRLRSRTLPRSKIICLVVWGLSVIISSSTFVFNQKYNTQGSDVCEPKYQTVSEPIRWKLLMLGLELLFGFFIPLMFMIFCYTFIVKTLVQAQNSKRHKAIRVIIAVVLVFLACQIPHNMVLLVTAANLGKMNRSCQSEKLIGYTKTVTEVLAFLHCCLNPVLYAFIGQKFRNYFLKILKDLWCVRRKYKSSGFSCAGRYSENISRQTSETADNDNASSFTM
Gli-Sufu antag = Gli-Sufu pathway antagonists, primary screen, luciferase luminescence, Sufu-KO-LIGHT cells, uHTS; Sufu-KO-LIGHT fibroblasts, Gli luciferase reporter luminescence; inhibition, % at 5 µM; actives 0.74% (n = 340,000);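 active = inhibition above about 55%, limit read from the data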;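 note: 0% = DMSO-treated cells and 100% = wells with medium but no cells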
UBC13 polyUb = UBC13 polyubiquitin chain formation inhibitors, primary screen, biochemical, TR-FRET, uHTS; Ubiquitin-conjugating enzyme E2 N (Homo sapiens), P61088; inhibition, % at 20 µM; actives 0.47% (n = 330,000); AID 485273, 2010; in the data active = inhibition above about 45%, passing the limit was not always enough
Target sequence (P61088 whole entry, looked up): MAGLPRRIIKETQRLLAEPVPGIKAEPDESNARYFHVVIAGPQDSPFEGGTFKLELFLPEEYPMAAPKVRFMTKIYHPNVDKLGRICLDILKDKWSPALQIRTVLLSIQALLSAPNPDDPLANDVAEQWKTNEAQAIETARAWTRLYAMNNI
EBI2 antag = EBI2 receptor antagonists, beta-arrestin recruitment, primary screen, cell-based, luminescence, 7a,25-OHC stimulation, uHTS; G-protein coupled receptor 183 (Homo sapiens), P32249; 7a,25-OHC stimulated; inhibition, % at 5 µM; actives 0.81% (n = 360,000); in the data active = inhibition above about 38%;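 note: enzyme fragment complementation signal reports receptor beta-arrestin coupling in cells; 0% = agonist plus DMSO wells and 100% = wells without agonist; some results beyond the cut were filed as inactive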
Target sequence (P32249 whole entry, looked up, the tested form may be a part): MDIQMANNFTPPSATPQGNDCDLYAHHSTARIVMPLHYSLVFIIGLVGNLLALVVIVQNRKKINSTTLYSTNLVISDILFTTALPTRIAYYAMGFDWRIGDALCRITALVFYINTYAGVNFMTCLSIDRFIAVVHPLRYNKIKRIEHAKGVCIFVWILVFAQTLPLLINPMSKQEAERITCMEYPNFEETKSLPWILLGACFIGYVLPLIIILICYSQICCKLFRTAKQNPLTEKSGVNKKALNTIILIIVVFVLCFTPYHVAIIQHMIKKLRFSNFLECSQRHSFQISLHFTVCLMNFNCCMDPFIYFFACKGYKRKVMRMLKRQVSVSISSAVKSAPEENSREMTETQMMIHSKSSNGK
CXCR6 block = CXCR6 receptor inhibitors, primary screen, cell-based, beta-arrestin, luminescence, CHO-K1 PathHunter, 1536-well. C-X-C chemokine receptor type 6 (Homo sapiens), O00574. inhibition, % at 20 µM. actives 0.36% (n = 360,000); in the data active = inhibition above about 34%, passing the limit was not always enough;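 note: antagonist mode with CXCL16 agonist at 10 nM final; 0% = 10 nM CXCL16 with DMSO and 100% = unstimulated wells without agonist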
APJ antag = antagonists of human apelin receptor APJ, primary screen, CHO-K1 cells, beta-arrestin complementation, luminescence; P35414; actives 0.32% (n = 330,000); inhibition, % at 20 µM;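 active = inhibition above about 40% at 20 µM, limit read from the data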;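 note: cells challenged with 10 nM apelin-13 agonist together with compound; plate controls were apelin-13 plus DMSO wells for no effect and DMSO wells lacking apelin-13 for full effect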
* marks the source's active call; other numbers are inactive results; nt = not tested or not shown.

SMILES | 697 NFkB inh | Jurkat NFkB inh | CCR6 antagonist | Gli-Sufu antag | UBC13 polyUb | EBI2 antag | CXCR6 block | APJ antag
CCn1c(N2CCN(S(=O)(=O)CC)CC2)nc2ccccc21 | 5 | 0 | -1 | -31 | 1 | 1 | 8 | 7
COC(=O)C1=C(NC(C)=O)CCS1 | 14 | 4 | -3 | -5 | -6 | -8 | -2 | 5
COc1cccc(-c2nc(NCc3ccccc3)c3ccccc3n2)c1O | 12 | -23 | 3 | 2 | -5 | 18 | -12 | -2
COc1ccc(C(=O)Nc2c(Cl)cc(Cl)cc2C(=O)N2CCC(C)CC2)cc1 | 0 | -22 | 3 | 5 | -14 | 2 | 1 | -3
O=C(COC(=O)CCc1ccccc1)Nc1ccccc1OC(F)F | 3 | 4 | -4 | -3 | 2 | -1 | -5 | -2
COc1ccc(OC)c(CN2CCC(C(=O)N3CCOCC3)CC2)c1 | 18 | -8 | 12 | 19 | 3 | -4 | -8 | 18
Cc1ccc(/C=C2/CNC/C(=C/c3ccc(C)cc3)C2=O)cc1 | nt | nt | 14 | -2 | nt | 12 | 0 | nt
CCn1c(/C(C#N)=N/O)nc2ccccc21 | 0 | 9 | 13 | -10 | 0 | -10 | -17 | -7
Cn1cccc1-c1cc(C(=O)O)[nH]n1 | -6 | -9 | -13 | 1 | -6 | -6 | -13 | -2
COc1cc(C2/C(=C(\O)c3cc(C)ccc3C)C(=O)C(=O)N2CCN(C)C)ccc1O (centres undefined) | 4 | -14 | -14 | 0 | 6 | -12 | 3 | 13
CCCc1c(C)nc2c(OC)cccc2c1SCC(=O)O | 17 | -5 | -9 | -4 | 12 | -5 | -2 | 29
Cc1ccc(NS(=O)(=O)c2ccc(OCC(=O)Nc3cccc([N+](=O)[O-])c3)c(C)c2)cc1 | 12 | 10 | -14 | -8 | 13 | 29 | -15 | -15
COc1ccc(C(=O)NCCNc2nc3c(C)cccc3cc2C#N)cc1 | -5 | -9 | -1 | -7 | 5 | 0 | -13 | -4
N#C/C(=C(/O)CCCl)c1ccccn1 | -13 | -7 | -6 | -9 | 8 | -14 | 7 | 6
CC(C)CCN(C(=O)c1ccccn1)c1c(N)n(Cc2ccccc2)c(=O)[nH]c1=O | 8 | 4 | -1 | -21 | -12 | -15 | -5 | 11

Structural class, the entries above containing a Cl atom.
SMILES | 697 NFkB inh | Jurkat NFkB inh | CCR6 antagonist | Gli-Sufu antag | UBC13 polyUb | EBI2 antag | CXCR6 block | APJ antag
COc1ccc(C(=O)Nc2c(Cl)cc(Cl)cc2C(=O)N2CCC(C)CC2)cc1 | 0 | -22 | 3 | 5 | -14 | 2 | 1 | -3
N#C/C(=C(/O)CCCl)c1ccccn1 | -13 | -7 | -6 | -9 | 8 | -14 | 7 | 6

Next section.
SMILES | 697 NFkB inh | Jurkat NFkB inh | CCR6 antagonist | Gli-Sufu antag | UBC13 polyUb | EBI2 antag | CXCR6 block | APJ antag
COC(=O)Nc1ccc(S(=O)(=O)Nc2cc(C(F)(F)F)c[nH]c2=O)cc1 | 1 | 10 | 3 | -9 | -10 | -4 | 4 | 0
CC1Oc2ccccc2C=C1/C=N/NC(=O)c1ccccc1 (centres undefined) | -41 | -56 | 0 | -64 | 7 | 15 | 5 | -1
CC(C)c1ccc(/C=C(\NC(=O)c2ccccc2)C(=O)NCCN2CCOCC2)cc1 | 7 | 3 | nt | nt | -7 | 2 | -3 | -1
CC(=O)NC12CC3CC(C1)CC(C(=O)N1CCN(S(=O)(=O)c4ccccc4C#N)CC1)(C3)C2 | nt | nt | 5 | -2 | nt | -7 | 13 | nt
Cn1ccc(C(=O)Nc2ccc3c(c2)OCCO3)n1 | -83 | -69 | 4 | -79 | 3 | 1 | -14 | 2
CC(=O)N1CCc2cc(S(=O)(=O)NC(CC(C)C)C(=O)Nc3cc(C)ccn3)ccc21 (centres undefined) | 9 | 3 | -6 | -6 | 2 | -1 | -7 | 15
COC(=O)C1C2CC(C(Br)C2Br)C1C(=O)O (centres undefined) | nt | nt | 1 | 1 | nt | 1 | 0 | nt
[O-][n+]1ccccc1SCc1ccccc1 | 9 | -7 | 3 | 0 | 0 | -27 | 4 | 18
S=c1[nH]c2cc(Cl)ccc2s1 | 5 | 10 | 26 | 5 | 6 | 0 | 0 | -9
Cc1ccc(NC2=C([N+](=O)[O-])CS(=O)(=O)C2)cc1 | -1 | 12 | -4 | -6 | 6 | -11 | -6 | 0
Cc1ccc(COc2ccc(/C=N/NC(=O)c3nnn(-c4nonc4N)c3COc3ccc(F)cc3)cc2)cc1 | -15 | -92 | -1 | -10 | -16 | 18 | 6 | 1
COc1ccc(S(=O)(=O)N(C(C)=O)c2ccc3oc(=O)sc3c2)cc1 | 8 | -5 | 12 | 15 | -13 | -16 | 2 | 5
COc1ccc(C(=O)C2CCCN(Cc3ccc(NC(C)=O)cc3)C2)cc1OC (centres undefined) | 10 | -7 | -2 | 28 | 3 | -6 | -11 | 9
CC(=O)N1CCN(c2ccc(NC(=S)NC(=O)c3ccccc3)cc2)CC1 | -11 | -8 | 11 | -11 | 7 | 6 | 2 | 12
C/C(N)=C(/C#N)C(=O)CSc1nnc(Nc2ccccc2)s1 | -38 | -47 | 7 | -75 | 2 | 9 | -4 | -1
Cc1cccc(NS(=O)(=O)c2nnc(NC(=O)CC(C)C)s2)c1 | -9 | -19 | 16 | 0 | -17 | -6 | 7 | -7
CC(NCc1ccc(S(N)(=O)=O)cc1)C(=O)NCc1ccccc1 (centres undefined) | -15 | -25 | -4 | 7 | -8 | -3 | -1 | -1
CCN(CC)CCNC(=O)CSc1c2c(nc3cc(Cl)ccc13)CCCC2 | -11 | 0 | 11 | 15 | 1 | 9 | -15 | 16
CCOc1cc(/C=N/NC(=O)CN2CCCCC2)ccc1OCc1ccccc1 | 1 | 10 | -8 | 4 | 5 | -8 | 7 | 5
CC(C)OC(=O)CSc1nc(C(C)C)nc2ccccc12 | -3 | 0 | 1 | -2 | 7 | -11 | 2 | 13
COC(=O)c1c(C(=O)OC)c(-c2ccc(F)cc2)n2c1CSC2 | -3 | 0 | 9 | 2 | 3 | 3 | -3 | 14
CCC1Sc2ccccc2N(CC(=O)NC2CCCCC2)C1=O (centres undefined) | 14 | 1 | -2 | -3 | -8 | -6 | 13 | -4
O=C(/C=C/c1ccccc1Cl)NNC(=O)c1cccs1 | -17 | 1 | 4 | -19 | -8 | 2 | -3 | 10
COCCN(C(C)=O)c1nnc(-c2cnccn2)s1 | 9 | -2 | 0 | -4 | -7 | -5 | -16 | -8
O=C(N/N=C/c1cccs1)C(=O)Nc1cccc(Cl)c1 | -14 | -7 | 5 | -16 | -4 | -17 | 6 | -18
O=C(NN1C(=O)c2ccccc2NC1c1ccco1)c1ccc(Br)cc1 (centres undefined) | 6 | -12 | 12 | -8 | 12 | -9 | 10 | 5
CCCn1nc([N+](=O)[O-])c(C(C#N)c2nc3ccccc3o2)c(Cl)c1=O (centres undefined) | -16 | -26 | 49 | 1 | -114 | 3 | 31 | 38
O=C(COC(=O)CCCSc1nc2ccccc2[nH]1)Nc1ccc(Cl)cc1 | 16 | 0 | 13 | -1 | 10 | -3 | -8 | -15
COC(=O)Cn1c2c(c3cc(C)ccc31)CCCC2 | 8 | 10 | -24 | -17 | 12 | 4 | -2 | 10
O=C(O)CCC(=O)N(Cc1ccco1)c1nc(-c2ccccc2)cs1 | -5 | -8 | -13 | 4 | -1 | -8 | 0 | 0

7 structures already listed, arranged by molecular weight, ascending.
SMILES | 697 NFkB inh | Jurkat NFkB inh | CCR6 antagonist | Gli-Sufu antag | UBC13 polyUb | EBI2 antag | CXCR6 block | APJ antag
COCCN(C(C)=O)c1nnc(-c2cnccn2)s1 | 9 | -2 | 0 | -4 | -7 | -5 | -16 | -8
CC(NCc1ccc(S(N)(=O)=O)cc1)C(=O)NCc1ccccc1 (centres undefined) | -15 | -25 | -4 | 7 | -8 | -3 | -1 | -1
Cc1cccc(NS(=O)(=O)c2nnc(NC(=O)CC(C)C)s2)c1 | -9 | -19 | 16 | 0 | -17 | -6 | 7 | -7
CCOc1cc(/C=N/NC(=O)CN2CCCCC2)ccc1OCc1ccccc1 | 1 | 10 | -8 | 4 | 5 | -8 | 7 | 5
O=C(COC(=O)CCCSc1nc2ccccc2[nH]1)Nc1ccc(Cl)cc1 | 16 | 0 | 13 | -1 | 10 | -3 | -8 | -15
CCN(CC)CCNC(=O)CSc1c2c(nc3cc(Cl)ccc13)CCCC2 | -11 | 0 | 11 | 15 | 1 | 9 | -15 | 16
O=C(NN1C(=O)c2ccccc2NC1c1ccco1)c1ccc(Br)cc1 (centres undefined) | 6 | -12 | 12 | -8 | 12 | -9 | 10 | 5

In the list so far, these contain a furan ring, fused or not:
SMILES | 697 NFkB inh | Jurkat NFkB inh | CCR6 antagonist | Gli-Sufu antag | UBC13 polyUb | EBI2 antag | CXCR6 block | APJ antag
O=C(NN1C(=O)c2ccccc2NC1c1ccco1)c1ccc(Br)cc1 (centres undefined) | 6 | -12 | 12 | -8 | 12 | -9 | 10 | 5
O=C(O)CCC(=O)N(Cc1ccco1)c1nc(-c2ccccc2)cs1 | -5 | -8 | -13 | 4 | -1 | -8 | 0 | 0

Additional structures follow:
SMILES | 697 NFkB inh | Jurkat NFkB inh | CCR6 antagonist | Gli-Sufu antag | UBC13 polyUb | EBI2 antag | CXCR6 block | APJ antag
CSc1ccccc1C(=O)Nc1ccc2c(c1)OCO2 | -6 | -5 | 26 | 3 | -5 | 2 | -11 | 20
CC1CN(C(=O)COC(=O)c2ccc3ncsc3c2)CC(C)O1 (centres undefined) | -8 | 2 | -5 | -22 | 6 | -3 | 1 | 6
Cc1ccc(Oc2nc(CN3CCOCC3)nc3sc4c(c23)CCC(C)C4)cc1C (centres undefined) | -27 | -35 | 13 | 7 | -4 | 19 | 12 | -5
Cn1c2ccccc2c2c(C(=O)O)cn(C3CCCC3)c(=O)c21 | 7 | 1 | -10 | 5 | -9 | 0 | -3 | -54
N#Cc1ccsc1NC(=O)CN1C(=O)NC2(CCCCC2)C1=O | -13 | 11 | 10 | 4 | -11 | 4 | 1 | -7
Cc1ccc(CN2C(=O)CCC2C(=O)NC2CC2)cc1 (centres undefined) | -37 | -10 | -3 | -25 | -11 | -4 | -7 | -12
Cc1ccc(-c2noc(C3CCCN(C(=O)c4ccccc4Br)C3)n2)cc1 (centres undefined) | -54 | -9 | 6 | -8 | 1 | -5 | -4 | -3
C=CCNC(=S)N/N=C(\C)c1cccc(OC)c1 | -31 | -21 | 10 | -4 | -8 | 0 | -6 | 5
Cc1cccn2c(=O)c3cc(C(=O)NCC4CCCO4)c(=N)n(Cc4cccnc4)c3nc12 (centres undefined) | 4 | -6 | 6 | -4 | 2 | -15 | -5 | 9
COc1ccc(N2CCCC2)c(NC(=O)COc2ccccc2)c1 | 0 | -5 | 18 | 4 | -2 | 12 | -5 | -2
CN(C)CCCN(C(=O)COc1ccccc1)c1nc2ccc(Cl)cc2s1 | 8 | -26 | -6 | 12 | 19 | -22 | -7 | 4
